Compound activity: PubChem BioAssay, National Center for Advancing Translational Sciences (NCATS)
PNC assembly inh: inhibitors of perinucleolar compartment assembly | PC3M PTB-GFP, PNC prevalence imaging, 16 h; active compounds read low | 140,000 tested, 3.1% active | AID 2417 | activity change (PNC), negative = inhibition, % at 10 µM;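 active = readout at or below -70, meaning at least 70% loss of cells showing the perinucleolar compartment, a nuclear body marking cancer cells; inconclusive = readout between -30 and a set limit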;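 note: plate controls were DMSO wells for no effect and camptothecin positive control wells for full effect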
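Compounds are pinned in duplicate onto adhered PC3M cells stably expressing GFP-tagged PTB and incubated 16 h at 37 C. Cells are then fixed, nuclei stained with Hoechst, and PNC-positive cells counted.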
12-hLO inh: inhibitors of human 12-lipoxygenase (ALOX12); P18054; purified 12-hLO, xylenol orange hydroperoxide absorbance; Potency, µM (series often up to 57.1 µM), for the others: at the highest dose activity change, negative = inhibition, most hits filed as inhibitors; 150,000 tested, 0.12% active; note: potency is the fitted concentration of half-maximal effect; nearly all actives have a fitted effect of over 55% in size; many of its hits are not listed in these tables
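Purified human 12hLO (150 nM final) was preincubated with compounds for 15 min at room temperature in 25 mM Hepes pH 7.0, 0.01% Triton X-100, then reacted with 40 uM arachidonic acid for 30 min. Hydroperoxide was detected with ferrous iron/xylenol orange.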
IMPase cell inh: membrane-permeable compound that blocks inositol monophosphatase | P97697 | CHO-M1 cells, IP1 accumulation, HTRF TR-FRET ratio | inhibition (IP1 accumulation), % at 46.1 µM | 120,000 tested, under 10 active | AID 901; active = well fitted curve in the direction sought with a large enough effect in the signal ratio, not every such curve was filed as active; inconclusive = small, poorly fitted or top-dose-only effect, or a change in a side signal; inactive = no such curve, though single readings can be large or run the other way; the % refers to the signal ratio;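 note: cells stimulated with carbachol in lithium chloride buffer; plate controls were DMSO basal wells for no effect and reference inhibitor wells for full effect; higher means more IMPase inhibition seen as more IP1 and lower FRET ratio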
Target sequence (P97697 whole entry, looked up): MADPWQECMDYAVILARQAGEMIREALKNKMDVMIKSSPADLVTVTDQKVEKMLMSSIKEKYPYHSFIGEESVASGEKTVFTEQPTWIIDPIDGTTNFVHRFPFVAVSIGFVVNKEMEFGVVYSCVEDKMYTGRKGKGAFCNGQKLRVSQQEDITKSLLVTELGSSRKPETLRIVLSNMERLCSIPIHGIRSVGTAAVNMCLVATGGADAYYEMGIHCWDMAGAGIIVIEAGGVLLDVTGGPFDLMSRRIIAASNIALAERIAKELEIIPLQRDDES
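The IP-One HTRF competitive assay in carbachol-stimulated CHO-M1 cells quantifies cellular IP1. Compounds spanned up to 46 uM final, and activity is expressed as AC50 from concentration-response fits of the ratio and donor data.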
15-hLO-2 inh: 15-hLO-2 (ALOX15B) enzyme inhibition; AID 881; purified 15hLO-2, xylenol orange hydroperoxide absorbance; Potency, µM (top dose mostly 57.1 µM), for inactives: at the highest dose activity change, negative = inhibition, most hits filed as inhibitors; 110,000 tested, 0.56% active; O15296; note: potency is the fitted concentration of half-maximal effect; nearly all actives have a fitted effect of over 60% in size; many of its hits are not listed in these tables
Target sequence (O15296 whole entry, looked up): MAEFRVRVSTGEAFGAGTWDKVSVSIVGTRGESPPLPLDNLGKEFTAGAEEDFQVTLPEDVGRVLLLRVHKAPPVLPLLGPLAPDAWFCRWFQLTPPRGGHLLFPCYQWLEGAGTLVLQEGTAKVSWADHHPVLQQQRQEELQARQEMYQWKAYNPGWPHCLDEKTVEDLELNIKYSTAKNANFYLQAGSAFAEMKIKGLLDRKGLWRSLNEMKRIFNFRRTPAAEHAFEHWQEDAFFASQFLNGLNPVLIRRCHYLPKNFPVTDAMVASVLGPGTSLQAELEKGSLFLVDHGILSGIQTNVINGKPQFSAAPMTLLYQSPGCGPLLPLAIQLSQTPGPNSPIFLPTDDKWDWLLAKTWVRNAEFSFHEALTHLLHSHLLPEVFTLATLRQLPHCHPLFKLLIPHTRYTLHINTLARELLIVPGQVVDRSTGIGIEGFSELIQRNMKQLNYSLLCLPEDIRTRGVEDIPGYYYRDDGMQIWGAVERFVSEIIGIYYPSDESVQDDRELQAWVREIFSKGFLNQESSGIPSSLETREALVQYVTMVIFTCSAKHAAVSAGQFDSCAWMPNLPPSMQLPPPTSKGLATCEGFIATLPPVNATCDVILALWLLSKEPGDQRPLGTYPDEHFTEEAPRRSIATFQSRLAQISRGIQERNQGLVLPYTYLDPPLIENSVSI
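Purified human 15hLO-2 (50 nM final) preincubated with compounds 15 min at room temperature in 25 mM Hepes pH 7.5, 0.01% Triton X-100, then 45 uM arachidonic acid added for 90 min; hydroperoxide detected via ferrous/xylenol orange, 573/405 nm absorbance ratio.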
Starred values were filed as active, the others as inactive; ? = inconclusive; / = no result given; & = joins results of further samples; [ ] = another dose, or the depositor's remark. Unless noted, calls come from the whole dose curve; as a rule, active = well fitted curve in the direction sought with a large enough effect; inconclusive = small, poorly fitted or top-dose-only effect, or another doubt; inactive = no such curve, though single readings can be large; an effect the other way counts as inactive or inconclusive. Unless noted, % is set by controls: 0 for no effect and ±100 for the full control effect.

Structure,PNC assembly inh,12-hLO inh,IMPase cell inh,15-hLO-2 inh
Cc1cccc(C)c1NC(=O)COC(=O)CCc1ccc(S(=O)(=O)N2CCCCC2)cc1,?,2%,2,/
COc1ccc2cc(C(=O)N3CCCCCC3)sc(=O)c2c1OC,-2,-3%,-2,1%
COc1ccc(-n2sc3c(c2=S)-c2cc(OC)ccc2NC3(C)C)cc1,-16,-7%,-8,-15%
C#CCOC(=O)C(NC(=O)c1ccccc1)=C(C)C,7,0%,-9,0%
Cc1ccc(S(=O)(=O)Nc2ccc3c(c2)CCC3)cc1,-12,-13%,3,/
Cc1cc(C)n(-c2nc3ccccc3nc2N2CCN(C(=O)c3ccc(Cl)cc3)CC2)n1,-24,-3%,11,-11%
Fc1cccc(/C=N/Nc2ncnc3nc[nH]c23)c1,?,8%,/,/
O=C(NC1(C(F)(F)F)C(=O)Nc2c1c(=O)[nH]c(=O)n2Cc1ccco1)C1CC1 (configuration not stated),?,2%,4,/
Cn1cnc2c(NC3CCCC3)ncnc21,/,6%,-2,6%
CN(C)Cc1ccccc1-c1cncnc1NC1CC1,/,3%,/,3%
Cc1cccc(NC(=O)c2ccc([N+](=O)[O-])cc2Cl)n1,-19,0%,/,/
COC(=O)C(CCSC)NC(=O)CNC(=O)C1CCCCC1 (configuration not stated),12,-1%,8,1%
C/C(N)=C(/C#N)C(=O)CSc1nnc(SCc2ccc(Cl)cc2)s1,?,-6%,3,-3%
O=C(NCc1ccccn1)[C@H]1C[C@@H]1[C@H](NP(=O)(c1ccccc1)c1ccccc1)c1ccccc1,57,4%&-1%,/,-3%
COCCNCCOCCOc1ccc(Cl)c(C)c1,-11,4%,4,11%

Reprinted at random: two records from the list
Structure,PNC assembly inh,12-hLO inh,IMPase cell inh,15-hLO-2 inh
CN(C)Cc1ccccc1-c1cncnc1NC1CC1,/,3%,/,3%
C#CCOC(=O)C(NC(=O)c1ccccc1)=C(C)C,7,0%,-9,0%

Following part:
Structure,PNC assembly inh,12-hLO inh,IMPase cell inh,15-hLO-2 inh
COc1cc(/C=C/C(=O)N2C(=O)c3cccc(N)c3C2=O)cc(OC)c1OC,?,7%,-2,/
Cc1c(Cl)cnc(NC(=O)COC(=O)c2ccc3c(c2)OCO3)c1Cl,-10,-1%,/,/
CCn1nc(C)c(/C=N/NC(=O)Cn2nc(C)cc2C)c1C,32,-3%,/,/
C/C(CC(=O)Nc1cc(Cl)ccc1Cl)=N\NC(=O)c1ccco1,47,-14%,0,-13%
O=C(NC1CCCCC1)N1CCCC(c2nc(-c3cccs3)no2)C1 (configuration not stated),90,0%,?,5%
Cc1[nH]nc2c1C1(C(=O)N(Cc3ccc(Cl)cc3)c3ccccc31)C(C#N)=C(N)O2 (configuration not stated),-12,-18%,14,1%
Nc1nc(SCC(=O)c2ccc(Br)cc2)c2[nH]cnc2n1,/,2%[11.4 µM],/,10%[11.4 µM]
O=C(NCc1ccccn1)c1ccc2ccccc2n1,89,3%,1,/
O=S1(=O)c2cccc3cccc(c23)N1Cc1nnc(-c2ccccc2Br)o1,?,-5%,?,-20%
CCCCCC/C(=N\NS(C)(=O)=O)c1ccccc1,?,3%,-4,-5%
COC(=O)c1ccccc1NC(=S)NC(=O)C1CC1,-15,-1%,2,-4%
COc1ccc(C(=O)NCc2nnc(SCC(=O)Nc3cc(C)cc(C)c3)o2)cc1OC,?,-3%,1,-1%
Cc1ccc(-c2onc3ccc(Cl)cc23)cc1,?,-3%,/,/
CCOC(=O)c1c(NC(=O)COc2cccc3c2CCN(Cc2ccc(F)cc2)C3=O)sc2c1CCC2,?,0%,-2,/
CCN(CC)CCCN=Cc1c(O)n(Cc2ccccc2)c(=O)c2ccccc12,4,-3%,-2,52%[activator]
Cc1noc(C(=O)Nc2c(C)n(C)n(-c3ccccc3)c2=O)c1Cl,40,1%,-5,/
COC(=O)CC[C@@H](C(=O)O)N1C(=O)c2ccccc2C1=O,11,-7%,1,0%
CC(=O)Nc1ccc(NC(=O)COC(=O)Cc2cccs2)cc1,21,-3%,-5,3%
Cc1nnc(N(C(=O)c2cnccn2)c2ccccc2)s1,-28,-3%,-4,-3%
O=C(NC(=S)Nc1ccccn1)c1ccco1,51,-2%,-6,/
COc1cc(OC)c(OC)cc1CN1CCN(S(=O)(=O)c2ccc(F)cc2)CC1,-27,-4%,-5,-8%
O=C(NC1CCCCC1)C(c1ccc2ncccc2c1)N(Cc1ccccc1)C(=O)c1ccc2c(c1)OCCO2 (configuration not stated),?,-1%,5,-6%
COc1ccc(OC)c(NC2=NC3(CCCCC3)N=C(N)N2)c1,29,7%,5,0%
O=C(CSc1nc2ccccc2c(=O)n1-c1ccccc1)NCc1ccc2c(c1)OCO2,22,4%,3,-2%
N#Cc1c(-c2ccc(Cl)cc2)nc2n(c1=O)CCCS2,?,-17%,0,2%
COC(=O)c1ccc(NC(=O)CN(Cc2ccc(Cl)cc2)S(C)(=O)=O)cc1,-13,-4%,8,0%
COc1ccc(C(=S)N2CCN(C)CC2)cc1,-19,-3%,2,7%
CCN1CCN(c2ncnc3c2nnn3Cc2ccccc2)CC1,34,4%,6,7%
Cc1ccc(S(=O)(=O)N(C)C)cc1NS(=O)(=O)c1ccc(Cl)s1,55,3%,/,/
O=C(/C(C=Nc1ccc(F)cc1)=C(/O)c1ccco1)C(F)(F)F,-7,-13%,2,/
CCSc1ncc(/C=N/Nc2ccc([N+](=O)[O-])cc2)n1C,32,-27%,-1,?
CN(c1ccc(OCC(=O)Nc2nc(-c3ccccc3)cs2)cc1)S(=O)(=O)c1ccc(F)cc1,-8,-5%,/,/
Clc1ccccc1-c1nn2c(COc3ccccc3)nnc2s1,12,0%,19,-10%
CCOc1cc(C2NC(=O)NC(O)(C(F)(F)F)C2C(=O)c2ccccc2)ccc1OC (configuration not stated),-14,3%,-7,-3%[2.29 µM]
Cn1cc([N+](=O)[O-])c(C(=O)Nc2ccc(C(=O)N3CCCCC3)cc2)n1,?,-1%,/,/
C=CCc1ccc(OCC(O)CN2CCCCC2C)c(OC)c1 (configuration not stated),?,10%,16,22%
CCn1cc(C(=O)NCCCN(C)C)c(=O)c2cc(F)c(N3CCN(C)CC3)cc21,-10,3%,12,12%
CCOC(=O)C1=C(c2ccccc2)ON(C)C1c1ccccc1 (configuration not stated),-26,-2%,/,/
CCC(C)(C(=O)NC1CCCCC1)N(C)C(=O)c1ccccn1 (configuration not stated),-106*,2%,1,1%
CC(C)CNS(=O)(=O)c1ccc(CCC(=O)N2CCOCC2)cc1,10,-1%,-9[1.84 µM],1%[11.4 µM]
Cn1ncc(C#N)c1NC(=O)c1nn2cccnc2c1Cl,11,-1%,-6,0%
C=CCn1c(COc2ccccc2F)nnc1SCCN1C(=O)c2ccccc2C1=O,-22,3%,10,/
CCOc1ccc(NC(=O)CCC(=O)n2nc(C)cc2C)cc1,-26,9%,4,-4%
CC(C)CNC(=S)N(Cc1ccco1)Cc1cc2cc3c(cc2[nH]c1=O)OCCO3,-23,-6%,/,/
CCOC(=O)c1c(C)oc2cc(Br)c(OCC(N)=O)cc12,14,4%,3,/
Cn1c(NC(=O)Cc2cccs2)cc(=O)n(C)c1=O,?,3%,-1,3%
CC1CCCCN1CCNC(=O)CC1Oc2ccccc2NC1=O (configuration not stated),-7,5%,15,-2%
O=C(Nc1cnn(Cc2ccc(Cl)cc2)c1)c1cnccn1,11,-7%,-2,2%
COC(=O)NCc1cccc(CNC(=O)OC)c1,10,-2%,-6,-5%
COCCCNC(=O)C(C#N)c1nc2ccccc2nc1N1CCCC1 (configuration not stated),15,-3%,10,8%
COC(=O)c1cccc(NC(=O)Cc2ccccc2[N+](=O)[O-])c1C,5,-7%,3,/
Cc1ccc2sc(NNC(=O)C3COc4ccccc4O3)nc2c1C (configuration not stated),53,-7%,/,/
CC(C)C1Cc2c(C#N)c(N)sc(=S)c2CO1 (configuration not stated),-11,-26%,?,?
O=C(Cc1ccccc1)Nc1cccc(N2C(=O)C=CC2=O)c1,?,-12%,/,/
Cc1cc(=O)oc2cc(Oc3ccc([N+](=O)[O-])cc3[N+](=O)[O-])ccc12,?,-7%,-2,/
O=C(c1ccncc1)N1CCN(c2cccc(C(F)(F)F)c2)CC1,36,5%,1,8%
CCOC(=O)c1ccc(NC(=O)c2cc(OC)c(OC)c(OC)c2Br)cc1,48,3%,/,/
COc1cc(-c2coc3cc(OC)c(OC)c(OC)c3c2=O)cc(OC)c1OC,/,-1%,/,-1%
Cc1ccc2nc(NC(=O)CSCC(=O)OCC(=O)c3ccc(Br)cc3)sc2c1,49,-9%,-3,-14%
CC(=O)c1cnc2cc(-c3ccccc3)nn2c1C,?,2%,1,-5%

A draw from above in order of number of heavy atoms, highest first:
Structure,PNC assembly inh,12-hLO inh,IMPase cell inh,15-hLO-2 inh
O=C(NCc1ccccn1)[C@H]1C[C@@H]1[C@H](NP(=O)(c1ccccc1)c1ccccc1)c1ccccc1,57,4%&-1%,/,-3%
Cc1c(Cl)cnc(NC(=O)COC(=O)c2ccc3c(c2)OCO3)c1Cl,-10,-1%,/,/
COC(=O)c1cccc(NC(=O)Cc2ccccc2[N+](=O)[O-])c1C,5,-7%,3,/
C/C(CC(=O)Nc1cc(Cl)ccc1Cl)=N\NC(=O)c1ccco1,47,-14%,0,-13%

More compounds
Structure,PNC assembly inh,12-hLO inh,IMPase cell inh,15-hLO-2 inh
COc1ccc(S(=O)(=O)Nc2cc(C)c(O)c(S(=O)(=O)c3ccccc3)c2)cc1,-102*,-5%,-5,-8%
CC(=O)Nc1ccc(S(=O)(=O)NNC(=O)CCC(=O)Nc2cc(C)ccc2C)cc1,-8,0%,/,/
O=C(OCCOCCN=C1NS(=O)(=O)c2ccccc21)C1CC(=O)N(c2ccccc2)C1 (configuration not stated),-23,-4%,-13,11%
CCOc1ccccc1NC(=O)NC1(C(=O)N2CCOCC2)CCCCC1,-18,-4%,9,-5%
CCC(CC)C(=O)N1CCN(Cc2ccc3c(c2)OCO3)CC1,-7,-7%,4,6%
Nc1nnc(N2CCCCC2)s1,-30,-2%,5,-6%
CCCCc1nc(NCCNC(=O)c2ccccc2)c(C#N)c2c1CSC(C)(C)C2,-2,-11%,6,-5%
O=C(COc1cccc(F)c1)N[C@@H](Cc1ccccc1)c1nc2ccccc2[nH]1,-30,1%,9,/

An excerpt (hit frequency here may not be typical).
